POLI inh = DNA polymerase iota (human) inhibition; Pol iota fluorescent replication assay, 10 min; Potency, µM (top dose mostly 115 µM), inactives show top-dose activity, negative = inhibition, hits mostly inhibitors; 390,000 tested, 1% active
Target sequence (Q9UNA4 whole entry, looked up): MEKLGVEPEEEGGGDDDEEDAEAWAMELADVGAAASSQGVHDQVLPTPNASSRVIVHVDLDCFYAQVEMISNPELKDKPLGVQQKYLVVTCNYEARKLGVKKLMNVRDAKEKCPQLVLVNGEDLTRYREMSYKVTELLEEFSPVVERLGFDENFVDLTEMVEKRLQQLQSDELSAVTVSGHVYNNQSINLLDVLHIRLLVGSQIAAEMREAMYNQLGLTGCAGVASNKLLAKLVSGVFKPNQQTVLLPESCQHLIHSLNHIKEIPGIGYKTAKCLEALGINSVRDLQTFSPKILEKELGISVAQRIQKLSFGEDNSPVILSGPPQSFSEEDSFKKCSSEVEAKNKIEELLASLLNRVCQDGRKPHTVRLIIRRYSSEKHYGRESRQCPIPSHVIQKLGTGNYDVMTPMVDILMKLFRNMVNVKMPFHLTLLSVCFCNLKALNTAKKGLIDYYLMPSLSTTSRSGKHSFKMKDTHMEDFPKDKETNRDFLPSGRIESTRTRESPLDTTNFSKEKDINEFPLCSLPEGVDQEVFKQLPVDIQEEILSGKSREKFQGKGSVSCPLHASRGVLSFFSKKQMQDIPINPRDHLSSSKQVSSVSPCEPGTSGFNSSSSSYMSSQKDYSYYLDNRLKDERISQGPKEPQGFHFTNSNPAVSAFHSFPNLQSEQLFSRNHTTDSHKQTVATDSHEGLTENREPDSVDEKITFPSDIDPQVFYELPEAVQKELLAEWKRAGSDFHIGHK
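Fluorescent replication assay read twice, at 0 min and 10 min after adding 50 nM (final) substrate. Enzyme (10 nM) and compounds were first incubated 15 min at room temperature; enzyme-free buffer wells were negative controls.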
POLH inh = blocks human DNA polymerase eta activity. recombinant Pol eta, fluorescent DNA replication assay. Potency, µM (highest dose often 114 µM), without a hit: at the highest dose activity change, negative = inhibition, usual class: inhibitors. 390,000 tested, 1.2% active. AID 588591; further: on the % scale 0 is the no-effect control and ±100 the full control effect
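Fluorescent replication assay: 50 nM final substrate added after a 15 min room-temperature compound preincubation with 10 nM enzyme. Signal taken at 0 min and again at 10 min.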
BAZ2B inh = BAZ2B (human) inhibition; Q9UIF8; AlphaScreen BAZ2B-H3K14Ac peptide displacement; Potency, µM (highest dose often 114 µM), without a hit: top-dose activity change, negative = inhibition, usual class: inhibitors; 360,000 tested, 4.4% active; AID 504333; further: on the % scale 0 is the no-effect control and ±100 the full control effect; nearly all actives have a fitted effect of over 60% in size
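Protein-peptide AlphaScreen: BAZ2B 50 nM, b-H3K14Ac 50 nM, 1x PBS pH 7.4 + 0.01% Tween-20. Preincubation 30 min RT; cpd 30 min RT (top 110 uM); beads 20 min RT, light-protected.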
POLK inh = blocks human DNA polymerase kappa activity; purified Pol kappa, fluorescent DNA synthesis assay, 10 min; AID 588579; 400,000 tested, 0.53% active; Q9UBT6; Potency, µM (series often up to 107 µM), for inactives: top-dose activity, negative = inhibition, hits mostly inhibitors; further: on the % scale 0 is the no-effect control and ±100 the full control effect
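Fluorescent qHTS in 1536-well format: enzyme (10 nM) and compound sat 15 min at room temperature before 50 nM substrate (final) was added. Signal taken at 0 and 10 min; no-enzyme buffer wells were negative controls.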
APE1 inh = inhibitors of human APE1 endonuclease; 350,000 tested, 0.35% active; Potency, µM (titrated, usually from 65.8 µM), for the others: at the top dose activity change, negative = inhibition, actives largely listed as inhibitors; recombinant APE1, TAMRA/BHQ-2 abasic DNA cleavage fluorescence; P27695; AID 2517;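 further: plate controls were vehicle for no effect and reference inhibitor for full effect; nearly all actives have a fitted effect of over 55% in size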
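Enzyme (0.75 nM final) and test compound are incubated 15 min at room temperature before adding 50 nM quenched THF abasic-site duplex. Cleavage dequenches TAMRA, followed at 525/598 nm over three reads one minute apart.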
BLM inh = Bloom syndrome helicase (human) inhibition; P54132; recombinant BLM DNA unwinding, fluorescence dequenching; Potency, µM (series often up to 56.1 µM), for inactives: at the top dose activity change, negative = inhibition, most hits filed as inhibitors; 350,000 tested, 0.2% active; AID 2528;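 further: plate controls were vehicle for no effect and no enzyme for full effect; nearly all actives have a fitted effect of over 35% in size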
G9a block = G9a (human) methyltransferase inhibition; Q96KQ7; G9a H3K9 monomethylation, AlphaScreen, 2 h; Potency, µM (top dose mostly 102 µM), without a hit: at the top dose activity, negative = inhibition, usual class: inhibitors; 350,000 tested, 8.8% active; further: on the % scale 0 is the no-effect control and ±100 the full control effect; nearly all actives have a fitted effect of over 75% in size
Target sequence (Q96KQ7 913-1193 limits assumed): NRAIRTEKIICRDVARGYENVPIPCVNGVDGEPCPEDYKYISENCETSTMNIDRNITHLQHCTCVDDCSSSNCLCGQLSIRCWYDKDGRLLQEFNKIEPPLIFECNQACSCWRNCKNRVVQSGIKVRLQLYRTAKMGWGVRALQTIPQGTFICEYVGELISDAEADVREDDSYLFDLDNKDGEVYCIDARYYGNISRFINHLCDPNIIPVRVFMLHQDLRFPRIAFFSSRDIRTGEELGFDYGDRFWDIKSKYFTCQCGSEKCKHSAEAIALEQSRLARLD
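Signal arises when biotinylated H3K9 peptide, once monomethylated, bridges streptavidin donor and antibody-captured acceptor beads. Enzyme at 20 nM was preincubated 15 min with test compounds; peptide 500 nM and SAM 20 uM then reacted for 2 h.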
POLB inh = DNA polymerase beta (human) inhibition | P06746 | Pol beta primer extension/strand displacement, fluorescence kinetic | Potency, µM (doses to about 114 µM), for the others: at the highest dose activity change, negative = inhibition, usual class: inhibitors | 340,000 tested, 1.3% active | AID 485314; further: on the % scale 0 is the no-effect control and ±100 the full control effect
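Homogeneous kinetic assay of primer extension and strand displacement by 10 nM Pol beta, preincubated 15 min at room temperature with compound before 50 nM substrate (final) was added. Read at 0 and 10 min; four-parameter Hill fit.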
JMJD2A Tudor inh = JMJD2A Tudor domain (human) inhibition; O75164; AlphaScreen JMJD2A-Tudor / H3K4me3 peptide binding; Potency, µM (doses to about 114 µM), without a hit: at the highest dose activity change, negative = inhibition, usual class: inhibitors; 390,000 tested, 4.4% active; AID 504339; further: on the % scale 0 is the no-effect control and ±100 the full control effect; nearly all actives have a fitted effect of over 50% in size
Active calls of the source: *; [ ] = dose if it differs, or a comment. The call rests on the fitted dose curve; in most records, active means well fitted curve in the direction sought with a large enough effect; inconclusive means small, poorly fitted or top-dose-only effect, or another doubt; inactive means no such curve, though single readings can be large; an effect the other way counts as inactive or inconclusive. Potency means the concentration at half of the fitted maximal effect. An excerpt, so the mix of outcomes need not match the whole.

CCN1C(=O)c2ccccc2Sc2ccc(NC(=O)c3ccc(Cl)cc3)cc21 was read as POLI inh 2%, POLH inh 0%, BAZ2B inh 12%, POLK inh -9%[60.1 µM], BLM inh -11%, G9a block 10%[59 µM], POLB inh 3% and JMJD2A Tudor inh -5%.
`Cc1nc2ccc(S(=O)(=O)NCC(=O)N3CCN(c4ccccn4)CC3)cc2s1` gave POLI inh 2%, POLH inh -8%, BAZ2B inh -2%, POLK inh 4%, APE1 inh -2%, BLM inh -2%, G9a block -37%, POLB inh 27% and JMJD2A Tudor inh -12%.
For Cc1ccc(S(=O)(=O)N2CCN(CC(=O)N/N=C\c3ccc(Cl)c([N+](=O)[O-])c3)CC2)cc1 the results were POLI inh 8%, POLH inh -25%, BAZ2B inh -7%, POLK inh -5%, APE1 inh -5%, BLM inh -6%, G9a block -12%, POLB inh -1% and JMJD2A Tudor inh -26%.
Screening Cc1ccc(S(=O)(=O)N2CCC(C(=O)NNC(=O)c3cccnc3)CC2)cc1 returned POLI inh 42%[activator], POLH inh 3%, BAZ2B inh 0%, POLK inh -6%, APE1 inh 0%, BLM inh 1%, G9a block 14%, POLB inh 0% and JMJD2A Tudor inh -4%.
CC(=O)c1sc(N)c(C(=O)OC(C)C)c1C was read as POLI inh 11%, POLH inh -2%, BAZ2B inh inconclusive, POLK inh -4%, APE1 inh 1%, BLM inh -4%, G9a block inconclusive, POLB inh 30% and JMJD2A Tudor inh -20%.
For CC(C)OCCCNC(=O)Cc1ccc(Br)cc1 the results were POLI inh 21%, POLH inh -12%, BAZ2B inh -3%, POLK inh 14%, APE1 inh -6%, BLM inh -1%, G9a block 4%, POLB inh 16% and JMJD2A Tudor inh -3%.
Cn1c(=O)nc2n(-c3ccc(Cl)c(Cl)c3)c3cc(Cl)ccc3cc-2c1=O was read as POLI inh -4%, POLH inh 0%, POLK inh -5%, BLM inh -1%, G9a block -12%[59 µM], POLB inh -4% and JMJD2A Tudor inh -10%.
Screening COc1cccc(N2CCN(c3ccc4nnc(CCC(=O)Nc5ccc(OC)c(OC)c5)n4n3)CC2)c1 returned POLI inh 23%, POLH inh -5%, BAZ2B inh inconclusive, POLK inh -1%, APE1 inh -6%, BLM inh -10%, G9a block 5%, POLB inh 1% and JMJD2A Tudor inh -22%.
Clc1ccccc1Cc1noc(CN2CCCCC2c2ccccn2)n1 (stereo unspecified) was read as POLI inh 37%[activator], POLH inh -9%, BAZ2B inh 3%, POLK inh 6%[60.1 µM], APE1 inh -2%, BLM inh -1%, G9a block 10%, POLB inh 19% and JMJD2A Tudor inh -5%.
Screening Clc1ccc(-c2nnc(CSc3nnc(-c4cccs4)o3)o2)cc1 returned POLI inh 18%, POLH inh -17%, BAZ2B inh -1%, POLK inh 3%, APE1 inh 0%, BLM inh 2%, G9a block -34%[59 µM], POLB inh 3% and JMJD2A Tudor inh 4%.
`COc1ccc(NC(=O)NCc2c(-n3cccc3)sc3c2CCCC3)c(OC)c1` gave POLI inh -6%, POLH inh -8%, BAZ2B inh 3%, POLK inh -6%, BLM inh -2%, G9a block -46%[59 µM], POLB inh -4% and JMJD2A Tudor inh -12%.
`O=C(NCC1CC1)c1ccc2c(c1)S(=O)(=O)c1cc(Cl)ccc1C2=O` gave POLI inh -10%, POLH inh -7%, BAZ2B inh inconclusive, POLK inh -8%, APE1 inh 2%, G9a block -10%[2.33 µM] and JMJD2A Tudor inh -35%.
`CN(CC(=O)Nc1cccc(F)c1)CC(=O)Nc1ccc(Cl)cc1[N+](=O)[O-]` gave POLI inh 14%, POLH inh -9%, BAZ2B inh -28%, POLK inh -17%, APE1 inh 6%, BLM inh -6%, G9a block -40%, POLB inh -10% and JMJD2A Tudor inh -24%.
For Cc1c(N(C)C)nc2ccccc2c1N the results were POLI inh 8%, POLH inh -14%, BAZ2B inh 45µM*, POLK inh -10%, APE1 inh -1%, BLM inh 3%, G9a block inconclusive, POLB inh 14% and JMJD2A Tudor inh 1µM*.
For COc1ccc(C(OCC(O)CN(C)C2CCCCC2)c2ccc(OC)cc2)cc1 (stereo unspecified) the results were POLI inh 117%[activator], POLH inh -16%, BAZ2B inh -12%, POLK inh -2%, APE1 inh -9%, BLM inh -4%, G9a block 5%, POLB inh -2% and JMJD2A Tudor inh -19%.
O=C(Nc1ccccc1C(F)(F)F)C1CCN(S(=O)(=O)Cc2ccccc2)CC1 was read as POLI inh 28%, POLH inh -15%, BAZ2B inh -7%, POLK inh -5%, BLM inh -4%, G9a block -40%[59 µM], POLB inh -8% and JMJD2A Tudor inh -20%.
`COc1cc(S(=O)(=O)N(Cc2ccco2)C2CCCC2)ccc1-n1cnnn1` gave POLI inh -1%, POLH inh -3%, BAZ2B inh 2%, POLK inh -9%, APE1 inh -6%, BLM inh -11%, G9a block 32µM*, POLB inh -1% and JMJD2A Tudor inh -34%.
For COc1cc(-c2n[nH]c(=S)n2C(C)c2ccccc2)cc(OC)c1OC (stereo unspecified) the results were POLI inh 48%[activator], POLH inh -15%, BAZ2B inh -1%, POLK inh -3%, APE1 inh 3%, BLM inh -2%, POLB inh 5% and JMJD2A Tudor inh 13µM*.
COc1ccc(CCC(=O)NCCS(=O)(=O)N2CCN(c3ccccc3OC)CC2)cc1 was read as POLI inh 29%, POLH inh -10%, BAZ2B inh 4%, POLK inh 0%, APE1 inh 89%[activator], BLM inh -3%, G9a block 8%, POLB inh 32% and JMJD2A Tudor inh 11%.
`CCCNC(=O)C1CC(c2ccccc2C(F)(F)F)=NO1` (stereo unspecified) gave POLI inh inconclusive, POLH inh -3%, BAZ2B inh -5%, POLK inh -7%, APE1 inh 7%, G9a block 8%[2.33 µM] and JMJD2A Tudor inh -6%.

A section taken from the entries so far, as a working copy:
CCN1C(=O)c2ccccc2Sc2ccc(NC(=O)c3ccc(Cl)cc3)cc21 was read as POLI inh 2%, POLH inh 0%, BAZ2B inh 12%, POLK inh -9%[60.1 µM], BLM inh -11%, G9a block 10%[59 µM], POLB inh 3% and JMJD2A Tudor inh -5%.
`Cc1nc2ccc(S(=O)(=O)NCC(=O)N3CCN(c4ccccn4)CC3)cc2s1` gave POLI inh 2%, POLH inh -8%, BAZ2B inh -2%, POLK inh 4%, APE1 inh -2%, BLM inh -2%, G9a block -37%, POLB inh 27% and JMJD2A Tudor inh -12%.

Next entries:
CC(C)c1ccc(NC2CCCN(C(=O)c3ccccc3-c3ncc[nH]3)C2)cc1 (stereo unspecified) was read as POLI inh 12%, POLH inh -6%, BAZ2B inh 56µM*, POLK inh -3%, APE1 inh 86%[activator], BLM inh 2%, G9a block 45µM*, POLB inh -1% and JMJD2A Tudor inh inconclusive.
Screening COc1ccc(-c2nc(C#N)c(NCCc3ccccc3)o2)cc1OC returned POLI inh inconclusive, POLH inh -20%, BAZ2B inh 45µM*, POLK inh -10%, APE1 inh -3%, BLM inh -9%, G9a block inconclusive, POLB inh -9% and JMJD2A Tudor inh inconclusive.
`O=C(NCCCCc1ccccc1)C1CCCC1` gave POLI inh 134%[activator], POLH inh -10%, BAZ2B inh -3%, POLK inh 5%, APE1 inh 8%, BLM inh -3%, G9a block inconclusive, POLB inh -4% and JMJD2A Tudor inh 3%.
Screening COc1ccc2[nH]c(=O)c(CN(C(=O)c3cccnc3)c3cc(C)ccc3C)cc2c1 returned POLI inh 10%, POLH inh -18%, BAZ2B inh -12%, POLK inh -1%, APE1 inh -2%, BLM inh 0%, G9a block -2%, POLB inh 0% and JMJD2A Tudor inh -14%.
Screening CCOC(=O)c1c(O)cc(C)cc1Nc1ccccc1 returned POLI inh 11%, POLH inh -19%, BAZ2B inh 112%[activator], POLK inh -4%, APE1 inh 0%, BLM inh -8%, G9a block 91%[activator], POLB inh 24% and JMJD2A Tudor inh 86%[activator].
For COc1ccc(S(=O)(=O)CC(O)CN2CCCC2=O)cc1 (stereo unspecified) the results were POLI inh 11%, POLH inh 0%, BAZ2B inh -2%, POLK inh -6%, APE1 inh 22%, BLM inh 2%, G9a block 0%[59 µM], POLB inh 26% and JMJD2A Tudor inh 2%.
Screening Nc1nonc1-n1nnc(C(=O)N/N=C/c2ccncc2)c1CSc1ccccc1 returned POLI inh -9%, POLH inh 3%, BAZ2B inh -7%[57.1 µM], POLK inh -1%, APE1 inh 1%, BLM inh -1%, G9a block 56%[activator], POLB inh 0% and JMJD2A Tudor inh -17%.
Cc1sc2nc(CN(C(=O)NCc3ccccc3)C3CCCC3)[nH]c(=O)c2c1C was read as POLI inh 51%[activator], POLH inh -10%, BAZ2B inh inconclusive, POLK inh -3%, APE1 inh 4%, BLM inh -1%, POLB inh -23% and JMJD2A Tudor inh -28%.
O=c1ccn(CCc2c[nH]c3ccccc23)c2c1CCCC2 was read as POLI inh -17%, POLH inh -11%, BAZ2B inh -36%, POLK inh -8%, APE1 inh 0.079µM*, BLM inh 8%, G9a block 1%, POLB inh 1% and JMJD2A Tudor inh -7%.
`COc1ccc2ccc3c(c2c1)N=CC1(O3)N(C)c2ccccc2C1(C)C` (stereo unspecified) gave POLI inh 5µM*, POLH inh -18%, BAZ2B inh -10%, POLK inh -10%, APE1 inh -7%, BLM inh -8%, G9a block 5.6µM*, POLB inh inconclusive and JMJD2A Tudor inh 45µM*.
For Cc1sc(NC(=O)CSc2nnnn2C(C)C)c(C#N)c1C the results were POLI inh 55%[activator], POLH inh -21%, BAZ2B inh -23%, POLK inh -6%, APE1 inh 2%, BLM inh 0%, G9a block 19%, POLB inh 1% and JMJD2A Tudor inh -3%.
Cc1ccc(S(=O)(=O)CCC(=O)Nc2nnc(CC(C)C)s2)cc1 was read as POLI inh 28%, POLH inh -10%, BAZ2B inh 8%, POLK inh -5%, APE1 inh -9%, G9a block 9% and JMJD2A Tudor inh -1%.
`Cc1ccc(-c2cc(-c3ccccc3)c(C#N)c(SCC(O)CS(=O)(=O)Cc3ccccc3)n2)cc1` (stereo unspecified) gave POLI inh 16%, POLH inh 0%, BAZ2B inh -8%, POLK inh 1%, BLM inh -7%, G9a block inconclusive, POLB inh -13% and JMJD2A Tudor inh -15%.
For C=CCN(C(=O)CNS(=O)(=O)c1ccccc1)C(C(=O)NCCOC)c1ccncc1 (stereo unspecified) the results were POLI inh -2%, POLH inh -5%, BAZ2B inh -4%, POLK inh 8%, APE1 inh 0%, BLM inh 1%, G9a block inconclusive, POLB inh 0% and JMJD2A Tudor inh 11%.
